Yeast growth inh: reduces growth of yeast BB579 in restrictive medium. S. cerevisiae BB579 growth, OD615, 48 h. inhibition, % at 10 µM. actives 0.51% (n = 140,000). AID 804;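 active means inhibition above a set limit, 3 SD over the mean compound inhibition, cut at about 44% in these data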; further: inactives centre near -24
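Detection: OD615 turbidity measurement; Material: Saccharomyces cerevisiae DeaD strain BB579, replicative lifespan model yeast; Timing: 48 h exposure, 30 °C; Doses: single 10 µM dose; Medium: CSMM-D restrictive synthetic medium containing dextrose (glucose); Controls: amphotericin B at 10 µg/mL as positive control.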
Phagocyt inh: blocks phagocytosis by macrophages | AID 1029 | actives 0.07% (n = 110,000) | inhibition, % at 5 µM | J774A.1 macrophage IgG-bead phagocytosis, imaging;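 active means inhibition above the mean of the plate negative controls plus 5 SD, cut at about 13% in these data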;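 further: phagocytic index as fraction of beads internalized from green versus red external bead signal; plate controls were DMSO negative control for no effect and cytochalasin-D positive control for full effect; some results beyond the cut were filed as inactive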
bCat KO growth: beta-catenin-lacking colon tumor cell growth suppression. actives 1.5% (n = 140,000). viability, % at 10 µM. HCT116 beta-catenin knockout viability, CellTiter-Glo, 60 h; active compounds read low;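 active means viability at or under a set limit, the compound median less 4 SD, cut at about 6% in these data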;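 further: 0% = Hyamine 1622 control at 20 µM and 100% = untreated cell control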
NPY-Y2 antag: blocks the human neuropeptide Y Y2 receptor | NPY-Y2 expressing cells, antagonist mode | inhibition, % at 2.7 µM | actives 0.99% (n = 140,000); in the data active means inhibition above about 17%;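 further: 0% = vehicle with agonist challenge and 100% = reference antagonist with challenge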
Target sequence (P49146 whole entry, looked up): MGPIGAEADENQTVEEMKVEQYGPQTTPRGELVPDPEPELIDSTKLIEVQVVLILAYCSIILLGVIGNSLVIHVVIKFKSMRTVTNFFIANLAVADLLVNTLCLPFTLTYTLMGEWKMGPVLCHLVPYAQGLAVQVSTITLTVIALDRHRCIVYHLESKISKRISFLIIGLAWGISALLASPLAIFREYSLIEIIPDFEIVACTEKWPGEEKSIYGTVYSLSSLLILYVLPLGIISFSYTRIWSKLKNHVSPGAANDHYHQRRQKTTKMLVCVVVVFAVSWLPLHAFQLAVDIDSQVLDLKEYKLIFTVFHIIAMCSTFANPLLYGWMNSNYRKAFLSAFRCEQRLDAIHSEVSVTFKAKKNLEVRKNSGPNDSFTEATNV
GALR2 blocker: blocks the human galanin receptor 2; O43603; GALR2-expressing cells, antagonist mode; inhibition, % at 4 µM; actives 0.39% (n = 140,000); AID 828; in the data active means inhibition above about 27%;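 further: cells stimulated with galanin 1-16 at roughly its EC80; 0% = agonist challenge control and 100% = basal control without agonist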
Target sequence (O43603 whole entry, looked up): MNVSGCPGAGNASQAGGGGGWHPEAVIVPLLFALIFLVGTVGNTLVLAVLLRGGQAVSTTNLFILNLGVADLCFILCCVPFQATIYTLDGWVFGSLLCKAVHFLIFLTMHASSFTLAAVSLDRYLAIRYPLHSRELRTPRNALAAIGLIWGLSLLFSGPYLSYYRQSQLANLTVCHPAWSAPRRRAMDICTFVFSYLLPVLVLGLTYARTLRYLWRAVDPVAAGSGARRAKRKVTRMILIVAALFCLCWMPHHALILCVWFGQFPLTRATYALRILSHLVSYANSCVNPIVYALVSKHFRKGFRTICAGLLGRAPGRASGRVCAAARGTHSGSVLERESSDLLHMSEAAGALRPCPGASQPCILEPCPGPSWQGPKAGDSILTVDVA
E-sel TNF inh: TNF alpha driven E-selectin expression inhibition; actives 0.71% (n = 120,000); inhibition, % at 2 µM; HUVEC TNFa-induced E-selectin immunofluorescence, high content;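 active means inhibition above the batch mean plus 3 SD, and confirmed as a hit on visual image review, cut at about 43% in these data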;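 further: 0% = TNF-stimulated DMSO wells and 100% = unstimulated control wells; not every result past the cut was called active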
Yeast lifespan up: extends the lifespan of yeast; actives 0.68% (n = 130,000); S. cerevisiae growth with nicotinamide, OD615; deaD strain in restrictive glucose medium; inhibition of the nicotinamide effect, % at 10 µM;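 active means inhibition above a set limit, placed 3 SD over the median of all compounds, cut at about 26% in these data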;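 further: 0% = nicotinamide-treated wells and 100% = cells grown without nicotinamide; some compounds called inactive have numbers as strong as hits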
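Material: Modified budding yeast, DeaD strain | Medium: Restrictive glucose medium | Probe or stimulus: 1.5 mM nicotinamide | Dosing: Single dose 10 µM compound, 0.25% DMSO | Times: 48 h at 30 °C | Technique: OD615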
MRP1 act: activators of MRP-1 | H69AR cells + doxorubicin, viability rescue, CellTiter-Glo | viability increase, % at 10 µM | actives 0.61% (n = 140,000) | AID 799;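 active means viability gain under doxorubicin at or above a set limit, the compound median plus 3 SD, cut at about 4.7% in these data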;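 further: MRP-1 overexpressing cells given doxorubicin 25 µM after compound pretreatment; 18-22 h compound pretreatment then 72 h with doxorubicin before readout; 0% = doxorubicin-only wells and 100% = vehicle-treated cells without doxorubicin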
HCT116 PTEN-null: suppresses growth of cells with PTEN deletion. actives 1.2% (n = 140,000). viability, % at 10 µM. HCT116 PTEN-null viability, CellTiter-Glo, 60 h; active compounds read low;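 active means viability at or below a set limit, 4 SD under the median of all tested compounds, cut at about 3.7% in these data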;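 further: PTEN knockout HCT116 line with beta catenin targeted HCT116 as companion control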
Measles CPE: protection of cells from measles virus; protection (pct of control), % at 4 µM; Measles virus-infected cells, CPE protection, absorbance; actives 1.5% (n = 140,000); in the data active means protection mostly above about 24%, no sharp cut-off; inactive means mostly below about 26%; further: some compounds called inactive have numbers as strong as hits
The depositor's hits bear a star; · = no result given; [ ] = dose if it differs, or a comment.

structure,NPY-Y2 antag,HCT116 PTEN-null,Yeast lifespan up,bCat KO growth,Phagocyt inh,E-sel TNF inh,Yeast growth inh,MRP1 act,Measles CPE,GALR2 blocker
Cc1cccc(C(=O)O)c1NC(=O)c1ccc(F)cc1,5,91,-2,95,·,3,-23,-2.0,8,15
CC1CN(Cc2ccccc2)c2nc3c(c(=O)n(C)c(=O)n3C)n2C1 (stereo not given),6,103,-12,99,-3,18,-29,-0.8,18,-3
Cc1cc2c(ncn2Cc2ccccc2)c([N+](=O)[O-])c1C,3,90,-11,89,·,·,-20,-3.2,17,-3
CC(C)c1ccc(/C=N/NC(=O)c2c(Cl)cnn2C)cc1,1,82,-6,71,-2,·,-13,0.9,10,-8
Cc1ccc(OCC(=O)Nc2cccc3nsnc23)c(C)c1,2,87,-13,87,-2,24,-17,-3.8,14,4
CCCC(=O)Nc1nc2nc(C)cc(=O)n2[nH]1,2,98,-2,94,·,-11,-14,1.7,7,-9
Cc1cc(Cl)c(OCCCCNC(C)(C)C)c(Br)c1,8,64,6,65,-4,-6,-14,-3.1,9,-3
Cc1cc(C(=O)OCC(=O)N2CCCC2)c2ccccc2n1,2,111,-9,91,0,17,-41,-1.1,59,-14
Cc1nc2ccccc2c2nc3ccccc3n12,0,42,-19,43,0,-5,92*,0.2,9,7
Cc1ccc(OCCCCN2CCCCC2)c(Br)c1,6,55,-3,45,-8,-2,17,-4.6,14,-13
COC(=O)C1CCN(C(=O)c2sc3nc(-c4ccccc4)cn3c2C)CC1,4,106,2,97,0,12,-81,-0.8,13,8
O=C(Nc1ccc(F)cc1)N1CCN(C/C=C/c2ccccc2)CC1,1,78,-14,92,-2,-42,-51,0.3,11,5
COc1cc(OC)cc(-c2nc3cc(C)ccc3o2)c1,-1,66,-26,72,-1,-9,-7,-3.8,20,20
COC(=O)c1ccc(CNC(=O)CSc2nc3sc(C)c(C)c3c(=O)n2C)o1,1,99,-9,91,-3,-9,-40,-1.0,33,2
CCC(C(=O)OC)n1cnc2c(nnn2-c2cccc(Cl)c2)c1=O (stereo not given),1,109,-2,103,0,6,20,1.2,12,8

The results go on:
structure,NPY-Y2 antag,HCT116 PTEN-null,Yeast lifespan up,bCat KO growth,Phagocyt inh,E-sel TNF inh,Yeast growth inh,MRP1 act,Measles CPE,GALR2 blocker
COc1ccc(N(Cc2cc3cccc(C)c3[nH]c2=O)S(C)(=O)=O)cc1,0,80,-1,81,0,39,-46,-0.7,12,-13
COc1ccc(C2C3=C(CCCC3=O)Nc3nc(-c4cc(OC)c(OC)c(OC)c4)nn32)cc1OC (stereo not given),-1,74,-9,87,0,·,3,-1.8,7,0
O=C(c1sc2cc(F)ccc2c1Cl)N1CCN(c2ccccc2)CC1,13,77,-2,94,-10,-6,-58,-1.3,5,-3
CN1CCC(OC(=O)COc2ccc(C(C)(C)C)cc2)CC1,1,104,-2,109,-2,·,-64,-0.8,19,-1
O=C(Nc1nc(-c2ccco2)c(-c2ccco2)s1)C1CCC1,0,72,-7,78,-6,-1,-51,-3.5,9,9
CN(C)c1cccc(C(=O)OCC(=O)NCc2ccco2)c1,5,88,-2,90,·,-6,-35,-2.3,26,-4
O=C(NCc1ccco1)Nc1ccccc1Cl,3,94,-16,99,1,4,-55,-1.0,3,6
COc1ccc(NC(C)=O)c2nc(C)c(C)nc12,-2,90,-3,82,1,-6,-26,-1.4,14,-7
CCCC(=O)NC(=S)Nc1cccc(NC(=O)c2ccccc2Cl)c1,3,96,-4,95,-6,0,-11,-1.7,1,2
COc1cc(OC)cc(C(=O)NCC(=O)OCC(=O)NC(C)(C)C)c1,1,102,1,95,-7,5,-13,-0.1,3,6
COc1ccccc1N1C(=O)C2C(c3ccccc3F)NN(C(=O)c3ccc(C)cc3)C2C1=O (stereo not given),1,98,2,103,·,-15,10,-1.2,51*,3
CCCn1c(SCC(=O)N2c3ccccc3Sc3ccccc32)nc2ccccc21,5,71,-2,73,-1,·,-39,0.0,33*,5
COc1ccc(OC)c(C2C3=C(CC(C)(C)CC3=O)Nc3nnnn32)c1 (stereo not given),5,89,2,86,-8,·,-18,-1.5,31*,-1
O=C(CCSCCC(=O)Nc1ccccc1F)Nc1ccccc1F,3,92,-1,89,-2,·,-16,-2.3,6,22
COCCn1cc(C(=O)NCCCN2CCC(C)CC2)c2c3ccccc3n(C)c2c1=O,-2,74,-25,74,-1,-21,8,-2.5,12,11

Further entries follow.
structure,NPY-Y2 antag,HCT116 PTEN-null,Yeast lifespan up,bCat KO growth,Phagocyt inh,E-sel TNF inh,Yeast growth inh,MRP1 act,Measles CPE,GALR2 blocker
NCCCCCc1nnc(SCc2cccc(Cl)c2)o1,2,106,-4,96,0,27,-17,-2.3,1,12
N#CCCN(Cc1ccccc1)C(=S)Nc1ccccc1,0,104,6,96,1,·,-55,-0.7,8,1
COC(=O)c1ccc(C(=O)NC(=S)Nc2ccc3nc(SC)sc3c2)cc1,1,1.5*,3,0.9*,-7,·,-5,-4.8,0,-2
COc1ccc(S(=O)(=O)NCC(c2cccnc2)N2CCN(C)CC2)cc1C (stereo not given),2,110,-5,103,·,·,-10,-1.9,15,4
COc1ccc(-c2cnnn2-c2ccc(N)cc2)cc1OC,3,84,-19,82,·,13,4,-1.3,4,9
CC(C(=O)Nc1cccnc1)N1C(=O)c2ccccc2C1=O (stereo not given),4,95,2,88,1,·,-2,-0.2,26,-1
Cc1ccc(S(=O)(=O)N2CCN(C(=O)C3COc4ccccc4O3)CC2)cc1C (stereo not given),3,80,-2,90,·,79*,-50,-2.2,6,16
Cn1cnnc1SCc1cccc(Br)c1,1,97,-4,90,·,-2,-16,-1.0,7,-7
Cc1cc(C)c2nc(Cl)c(CN(Cc3ccco3)C(=O)Nc3ccccc3C)cc2c1,8,14,3,11,1,0,-51,-2.0,10,-8
CC(C)CN(Cc1c(O)ccc2c3c(c(=O)oc12)CCC3)CC(C)C,4,92,20,94,·,16,-33,-1.6,5,11
O=C(c1ccc(Br)o1)N1CCN(Cc2ccc3c(c2)OCO3)CC1,4,99,-24,86,-1,-2,-13,-1.2,6,4
O=C(Nc1ccc2c(c1)OCCO2)C1CC1c1ccccc1 (stereo not given),3,88,-3,94,-5,·,-11,0.0,25,5
Cc1cccc(NC(=O)c2nc(-c3ccccc3)n(-c3ccccc3)n2)c1C,12,90,-16,91,·,-2,-48,1.1,3,4
CS(=O)(=O)N1CCN(c2ccccc2NC(=O)CSc2ccc(Cl)cc2)CC1,4,77,-12,70,4,-8,-24,-3.7,5,-3
CC(=O)Nc1ccc(S(=O)(=O)Nc2cccc(-c3nc4ccccc4o3)c2)cc1,3,83,-6,84,-1,10,-5,-0.4,12,-5

Going on with the list:
structure,NPY-Y2 antag,HCT116 PTEN-null,Yeast lifespan up,bCat KO growth,Phagocyt inh,E-sel TNF inh,Yeast growth inh,MRP1 act,Measles CPE,GALR2 blocker
CCOC(=O)c1c(NC(=O)CSc2nc3ccccc3o2)sc(C)c1C,3,62,-3,70,0,-22,-55,-2.0,4,-12
CCC(C)C(=O)Nc1nc(C)c(-c2csc(Nc3cc(Cl)ccc3OC)n2)s1 (stereo not given),2,83,-25,97,1,-8,-26,0.8,11,-32
COc1ccccc1/C=C/C(=O)OCC(=O)NNC(=O)c1ccccc1,13,105,0,98,-3,6,-30,-1.5,22,-3
CCn1c(SCc2ccc(Cl)cc2)nc2nc3c(cc2c1=O)CCCC3,4,66,12,68,13,·,10,5.4*,19,-4
CCOc1ccccc1NC(=O)CN(c1cc(C)cc(C)c1)S(=O)(=O)c1c(C)noc1C,1,86,-3,95,0,·,-38,0.5,2,12
CC(=O)OC[C@H]1O[C@@H](n2ccc(=O)[nH]c2=S)C(OC(C)=O)C1OC(C)=O (stereo not given in full),-1,75,-10,68,0,·,0,-3.5,5,-2
CC(=O)Oc1ccc2c(c1)cc(C)n2C,1,81,·,96,·,-13,-14,-1.9,22,-5
O=C(OCCNc1ncc(C(F)(F)F)cc1Cl)c1ccc(S(=O)(=O)N2CCOCC2)cc1,-1,107,-9,98,·,·,-59,-1.3,10,-12
CN(C(=O)c1ccc2c(c1)C(=O)N(CCC1=CCCCC1)C2=O)C1CCCCC1,7,80,-4,72,·,-8,-20,-0.6,8,-16
O=C(CCn1cnc2ccccc2c1=O)Nc1nc2c(s1)CCCC2,0,96,15,96,41*[artifact],8,-42,-1.9,20,1
CC1=CN2C(=N)/C(=C/c3ccc([N+](=O)[O-])o3)C(=O)N=C2S1,2,74,33*,66,-7,·,20,-1.8,0,10
CCOC(=O)c1cc(NC(=O)Nc2ccccc2OC)c(C)nc1C,-1,90,-8,91,0,15,-47,-1.5,3,1
COc1ccc(C2C(C#N)=C(N)N(c3ccccc3C#N)C3=C2C(=O)CCC3)cc1CN1CCCC1 (stereo not given),3,95,5,89,0,13,-23,-1.0,8,-7
CCOC(=O)N1CCC(N(CCOC)C(=O)Nc2ccc(Cl)cc2)CC1,1,81,-11,93,0,80*,-22,-1.4,4,9
FC(F)(F)c1cnc(Sc2nc3nccc(-c4ccc(Cl)cc4)n3n2)c(Cl)c1,3,81,-1,82,-1,-34,3,-5.4,25,-2

Continued.
structure,NPY-Y2 antag,HCT116 PTEN-null,Yeast lifespan up,bCat KO growth,Phagocyt inh,E-sel TNF inh,Yeast growth inh,MRP1 act,Measles CPE,GALR2 blocker
Cc1cc2c(cc1C)C(c1cc(Br)ccc1F)CC(=O)N2 (stereo not given),2,19,-1,21,-4,·,-3,-4.8,8,-4
O=C(NC(c1ccccc1)c1ccccc1)c1ccc(S(=O)(=O)C(F)F)cc1,1,84,-11,85,4,-4,-52,-1.4,20,1
CCNC(=S)N1CC(C)OC(C)C1 (stereo not given),4,104,-22,101,1,2,-36,-2.7,7,0
CCCOc1ccc(N2C(=O)C3C(C(C)C)NC4(C(=O)c5ccccc5C4=O)C3C2=O)cc1 (stereo not given),4,85,3,92,1,0,-35,-0.9,2,-1
CSc1ccc(Cn2nnc(C(=O)Nc3ccc(C)c(C)c3)c2N)cc1,0,113,-4,89,-1,·,-19,-1.3,5,-7
O=C(O)c1ccc(COc2cccc(CO)c2)cc1,1,98,-11,89,2,16,-41,0.1,7,2
COc1ccc(OC)c(NC(=O)C2CC(=O)n3ncnc3N2)c1 (stereo not given),2,92,4,93,-1,-11,2,-2.4,5,-4
CCSc1nc(C)cc(C)c1S(=O)(=O)c1ccccc1C,9,87,5,83,-1,28,-24,-1.3,17,3
O=C(CN1CCN(C(=O)c2ccccc2)CC1)Nc1ncc(Br)cc1Br,-2,94,-12,86,·,-30,-48,-1.9,16,-3
Cc1ccc(/C=N/NS(=O)(=O)c2ccc([N+](=O)[O-])cc2)o1,2,94,4,90,-3,·,-25,0.1,3,7
CCc1nnc(NC(=O)CN2C(=O)/C(=C/c3cc(OC)c(OC)c(OC)c3)SC2=S)s1,1,93,-1,94,0,·,-60,3.5,9,-2

Single values from the list:
In Measles CPE, `Cc1ccc(/C=N/NS(=O)(=O)c2ccc([N+](=O)[O-])cc2)o1` has 3
In HCT116 PTEN-null, `O=C(O)c1ccc(COc2cccc(CO)c2)cc1` has 98

Source: PubChem BioAssay (several laboratories)
